# Assay outcomes from PubChem BioAssay.
# Menin-MLL TR inh: qHTS Assay for Inhibitors Targeting the Menin-MLL Interaction in MLL Related Leukemias: Competition With Texas Red Labeled MLL-derived Mutant Peptide; Potency, µM (titrated, usually from 61.6 µM), inactives show at the top dose FP activity change, negative = inhibition, usual class: inhibitors; Menin + Texas Red MLL mutant peptide, fluorescence polarization; actives 0.23% (n = 270,000); O00255; active = well fitted inhibition curve with a large enough effect in the polarisation, with a control signal flat, not every such curve was filed as active; inconclusive = small, poorly fitted or top-dose-only effect, or effect the other way, or a change in a side signal; inactive = no such curve, though single readings can be large or run the other way; the % refers to the polarisation; also: potency is read from the fitted curve at half-maximal effect; % of control where 0% means no effect; many of its hits are not listed in these tables
# Target sequence (O00255 whole entry, looked up): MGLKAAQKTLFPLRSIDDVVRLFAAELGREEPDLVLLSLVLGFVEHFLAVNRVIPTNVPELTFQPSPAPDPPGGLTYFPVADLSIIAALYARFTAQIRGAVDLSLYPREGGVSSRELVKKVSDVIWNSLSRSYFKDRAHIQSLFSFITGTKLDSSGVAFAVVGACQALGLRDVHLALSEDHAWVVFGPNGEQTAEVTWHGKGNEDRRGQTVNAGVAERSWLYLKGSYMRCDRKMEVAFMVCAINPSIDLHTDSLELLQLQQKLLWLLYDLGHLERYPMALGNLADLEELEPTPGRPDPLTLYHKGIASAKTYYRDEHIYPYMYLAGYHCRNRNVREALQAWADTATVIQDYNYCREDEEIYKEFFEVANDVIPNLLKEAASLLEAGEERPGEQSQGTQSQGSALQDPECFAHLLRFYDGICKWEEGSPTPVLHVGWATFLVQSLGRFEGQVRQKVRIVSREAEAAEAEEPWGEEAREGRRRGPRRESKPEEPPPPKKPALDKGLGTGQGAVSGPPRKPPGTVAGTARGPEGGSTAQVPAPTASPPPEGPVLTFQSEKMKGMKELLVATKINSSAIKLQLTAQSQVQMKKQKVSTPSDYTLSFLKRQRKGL
# PKM2 activator: qHTS Assay for Activators of Human Muscle isoform 2 Pyruvate Kinase; Pyruvate kinase PKM (Homo sapiens), P14618; actives 0.34% (n = 260,000); Potency, µM (top dose mostly 57.5 µM), without a hit: top-dose activation, most hits filed as activators; AID 1631, 2009; purified PKM2, Kinase-Glo ATP luminescence, activation; response scale: 0% is enzyme alone, no compound; also: potency is read from the fitted curve at half-maximal effect; % is scaled to controls: 0 for no effect and ±100 for the full control effect; nearly all actives have a fitted effect of over 55% in size
#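 ATP formation by purified human PK-M2, quantified via coupled luciferase luminescence after 1 h at room temperature with 0.1 mM ADP and 0.5 mM PEP final.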
# GALK inh: qHTS Assay for Inhibitors of Human Galactokinase (GALK); actives 0.007% (n = 270,000); Potency, µM (series often up to 57.5 µM), inactives show top-dose activity change, negative = inhibition, hits mostly inhibitors; Purified GALK, Kinase-Glo residual ATP luminescence; also: potency is read from the fitted curve at half-maximal effect; % is scaled to controls: 0 for no effect and ±100 for the full control effect
#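 Quantitative HTS: GALK 5 nM, ATP 35 uM, galactose 100 uM, 1 h room temperature, then luciferase-based ATP detection.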
# Tb PFK block: qHTS Assay to Find Inhibitors of T. brucei phosphofructokinase; actives 0.17% (n = 330,000); T. brucei PFK, ADP-Glo luminescence; Potency, µM (doses to about 57.5 µM), for inactives: at the highest dose activity, negative = inhibition, most hits filed as inhibitors; AID 485367, 2010; ATP-dependent 6-phosphofructokinase (Trypanosoma brucei brucei), O15648;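 also: potency is read from the fitted curve at half-maximal effect; 0% = uninhibited 1x PFK enzyme wells and -100% = no-enzyme wells; nearly all actives have a fitted effect of over 60% in size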
# Target sequence (O15648 whole entry, looked up): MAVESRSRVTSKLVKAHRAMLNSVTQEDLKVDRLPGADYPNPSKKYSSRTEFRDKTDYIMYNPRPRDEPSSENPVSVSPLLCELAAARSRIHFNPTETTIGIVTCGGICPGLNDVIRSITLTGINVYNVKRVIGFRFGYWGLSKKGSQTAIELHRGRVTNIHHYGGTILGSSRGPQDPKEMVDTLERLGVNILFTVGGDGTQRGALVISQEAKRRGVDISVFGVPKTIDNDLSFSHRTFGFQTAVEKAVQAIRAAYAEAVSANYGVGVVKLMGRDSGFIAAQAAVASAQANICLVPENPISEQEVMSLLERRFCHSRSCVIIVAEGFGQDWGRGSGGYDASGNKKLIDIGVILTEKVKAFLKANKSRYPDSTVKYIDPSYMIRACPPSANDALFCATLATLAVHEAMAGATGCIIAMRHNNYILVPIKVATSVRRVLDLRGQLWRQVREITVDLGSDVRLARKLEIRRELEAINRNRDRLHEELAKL
#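 1.25 nM PFK with 0.5 mM F6P and 0.1 mM ATP in 0.1 M TEA pH 8.0, 5 mM MgCl2, incubated 45 min at room temperature; ADP measured by ADP-Glo luminescence; compounds titrated up to 57 uM.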
# FBPA coupling cs: qHTS Assay for Inhibitors of Fructose-1,6-bisphosphate Aldolase from Giardia Lamblia: Coupling assay counterscreen | actives 0.67% (n = 290,000) | activity change, negative = inhibition, % at 58.2 µM, hits read low | coupling enzyme system counterscreen, AmpLite Red fluorescence; in the data active = activity change below about -30%; also: % is scaled to controls: 0 for no effect and ±100 for the full control effect
#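 Final compound at 57.5 uM, incubated 10 min at RT with coupling enzyme reagent (glyceraldehyde-3-phosphate), then 20 min with substrate and AmpLite Red detection. Fluorescence read at 525/598 nm; tests interference with the coupling assay, not aldolase inhibition.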
# Chronic BCR inh: qHTS Assay to Find Inhibitors of Chronic Active B-Cell Receptor Signaling | ABC-DLBCL IkBa-CBG/CBR reporter, luminescence ratio, 4 h | AID 493014, 2011 | Potency, µM (series often up to 46.1 µM), inactives show top-dose ratio change, negative = lower green/red ratio, usual class: inhibitors | actives 0.05% (n = 340,000); active = well fitted inhibition curve with a large enough effect in the signal ratio, with a control signal flat, not every such curve was filed as active; inconclusive = small, poorly fitted or top-dose-only effect, or effect the other way, or a change in a side signal; the % refers to the signal ratio;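 also: potency is read from the fitted curve at half-maximal effect; plate controls were basal doxycycline-induced cells for no effect and cells given 10 µM MG132 for full effect; MG132 reads +100%, hits lower the ratio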
#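 Compounds up to 46 uM were incubated four hours with TMD8 cells whose green CBG68 luciferase is fused to IkappaBalpha; red CBR luminescence normalised the signal, and concentration-effect curves were fitted to fusion, red and ratio data.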
# S-ASM inh: Inhibitors of Secretory Acid Sphingomyelinase (S-ASM): qHTS. Sphingomyelin phosphodiesterase (Homo sapiens), P17405. placental ASM, HMU-PC fluorogenic substrate, 60 min. Potency, µM (doses to about 57.5 µM), for the others: at the highest dose activity change, negative = inhibition, most hits filed as inhibitors. actives 0.006% (n = 340,000). AID 504937, 2011; also: potency is read from the fitted curve at half-maximal effect
#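 Steps: dispense placental human ASM, pin compound, wait 10 min at room temperature, add HMU-PC0 substrate at 9 uM final, incubate 60 min at 37 °C, add stop solution raising pH to 10, read fluorescence.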
# TSG101-PTAP inh: qHTS Assay for Iinhibitors of HIV-1 Budding by Blocking the Interaction of PTAP/TSG101; Potency, µM (top dose mostly 115 µM), for the others: at the highest dose activity change, negative = inhibition, hits mostly inhibitors; Tumor susceptibility gene 101 protein (Homo sapiens), Q99816; Fluorescence polarization, FITC-PTAP peptide / Tsg101 binding; 340,000 tested, under 10 active; active = well fitted inhibition curve with a large enough effect in the main read-out, with a control signal flat, not every such curve was filed as active; inconclusive = small, poorly fitted or top-dose-only effect, or effect the other way, or a change in a side signal; inactive = no such curve, though single readings can be large or run the other way; also: potency is read from the fitted curve at half-maximal effect; % of control where 0% means no effect
#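 Tsg101 binding domain (10 uM final) was mixed with compound and a FITC-labeled PTAP peptide (50 nM final) in HEPES pH 7.5 buffer with NaCl, Tween 20, EDTA and TCEP; fluorescence polarization was read after 20 min at r.t.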
# B2AR arrestin: qHTS assay of beta-arrestin-biased ligands of beta2-adrenergic receptor; Beta-2 adrenergic receptor (Homo sapiens), P07550; beta-arrestin recruitment to beta2AR, cell-based reporter; Potency, µM (top dose mostly 46.1 µM), without a hit: at the highest dose activation, actives largely listed as activators; actives 0.02% (n = 330,000); AID 492947, 2010;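 also: potency is read from the fitted curve at half-maximal effect; 0% = DMSO controls and full agonism = EC100 isoproterenol or metaproterenol; nearly all actives have a fitted effect of over 65% in size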
# Giardia killer: Small Molecules that selectively kill Giardia lamblia: qHTS. Giardia lamblia trophozoite viability. activity change, % at 7.66 µM, hits read low. actives 0.15% (n = 340,000). AID 540267, 2011; in the data active = activity change below about -80%; inconclusive = between about -30% and that limit;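 also: parasites exposed to compound for two days anaerobically before the ATP read; % is scaled to controls: 0 for no effect and ±100 for the full control effect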
#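 Luminescence from cellular ATP indicates surviving trophozoites (100 cells/well) following 48 hrs anaerobic compound treatment at 37 deg C; signal develops 15-30 min at room temperature.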
# Integrin act MD: qHTS for Activators of Integrin-Mediated Alleviation for Muscular Dystrophy | alpha7betagal myoblasts, beta-gal FDG fluorescence, 48 h | Potency, µM (doses to about 38.3 µM), for inactives: at the highest dose activation, actives largely listed as activators | actives 0.064% (n = 350,000);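 also: potency is read from the fitted curve at half-maximal effect; 100% = response of the positive control SU9516; nearly all actives have a fitted effect of over 60% in size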
#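 Alpha7betagal+/- myoblasts (passage 13) were plated 16-24 hr, then exposed to compounds (1:260 dilution of DMSO stock) for 48 hours at 37C. After MPER lysis, β-galactosidase reporter activity was read as FDG fluorescence (ex 480/em 540) after 30 minutes.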
# Active calls of the source: *; ? = inconclusive; / = not tested or not shown; & = joins results of further samples; [ ] = remark or other dose. Unless noted, calls follow the shape of the dose curve; as a rule, active = well fitted curve in the direction sought with a large enough effect; inconclusive = small, poorly fitted or top-dose-only effect, or another doubt; inactive = no such curve, though single readings can be large; an effect the other way counts as inactive or inconclusive.
SMILES,Menin-MLL TR inh,PKM2 activator,GALK inh,Tb PFK block,FBPA coupling cs,Chronic BCR inh,S-ASM inh,TSG101-PTAP inh,B2AR arrestin,Giardia killer,Integrin act MD
COc1ccc(C2CC(c3ccc(F)cc3)Nc3nc(N)nn32)cc1OC (stereo not drawn),-8%[11.7 µM],-7%,2%,3%,0,-1%,0%,0%,0.1%,-4,0%
CCOC(=O)CN1C(=O)CC(c2ccccc2)C1=O (stereo not drawn),5%,0%,-3%,3%,0,?,0%,-2%,-0.5%,18,0%
Cc1nn2c3c(cnc2c1-c1ccccc1)C(=O)CC(c1ccco1)C3 (stereo not drawn),?,?,1%,0%,-1,-7%,-5%,-5%,-1.0%,-8,-37%
CCCCCCCc1c(C)nc(N2CCOCC2)[nH]c1=O,-7%,1%,-1%,1%,-2,-5%,-1%,-1%,-1.4%,1,8%[7.66 µM]
Oc1c(Br)cc(/C=N/NC(=S)NCc2ccco2)cc1Br,/,-11%,3%,0%,9,8%,23%,-8%,-0.6%,-1,13%
CC(=O)Nc1ccc(-c2cc(-c3ccc(NC(C)=O)cc3)nc(-c3ccccc3)n2)cc1,6.3µM*,-11%,/,-9%,-2,-15%,31%[activator],1%,0.2%,-6,5%
CC1=C(C#N)C(c2ccc(O)cc2)C2=C(CC(C)(C)CC2=O)N1 (stereo not drawn),-5%,6%,-2%,-1%,-1,4%,86%[activator],-1%,-0.1%,-9,-7%
CN(CC(=O)NCCc1ccc(S(N)(=O)=O)cc1)S(=O)(=O)c1ccc(Br)s1,0%,0%,-2%,2%,0,1%,-2%,-4%,0.0%,-7,0%
CC1CC(C)CN(CCCNC(=O)C2CCN(c3nnc(-n4cccc4)s3)CC2)C1 (stereo not drawn),?,/,3%,-4%,2,3%,-1%,-2%,0.6%,-1,-42%
S=C1NC[C@H](Cc2ccccc2)N1CCCCC1CCCCC1,?,4%,3%,-5%,0,29%,-15%,-2%,-0.2%,-8,-30%
O=C(NCc1cccc(C(F)(F)F)c1)C1CC(c2ccccc2[N+](=O)[O-])=NO1 (stereo not drawn),28%,-16%,0%,-4%[0.46 µM],1,0%,-1%,-3%,-1.1%,-1,-3%
COC(=O)Nc1ccc(Oc2ccccc2)cc1,0%,-2%,0%,-7%,-2,-2%,4%,-2%,0.1%,-18,-5%
CC(=O)Nc1c2c(nn1-c1ccc(Cl)cc1)CSC2,-1%,0%,-1%,-3%,1,6%,-1%,-5%,0.5%,-29,6%
COc1ccc(Oc2cn[nH]c2-c2ccc(OCC(=O)NN)cc2O)cc1,?,/,-3%,0%,0,-2%,-2%,-8%,0.5%,-1,0%
CCN(C[C@H]1N[C@@](C)(C(=O)OC)[C@H]2C(=O)N(C)C(=O)[C@@H]12)S(=O)(=O)c1ccc(OC(F)(F)F)cc1,/,/,/,?,/,0%,-1%,-3%,-0.4%,11,-2%
COc1cc([C@@H]2[C@H]3CN(C)CC=C3C(C#N)=C(N)C2(C#N)C#N)cc2c1OCO2,3%,-2%,-3%,-3%,-14,5%,357%[activator],-4%&-10%,-0.4%,17&0,-17%&-8%
Cc1onc(-c2c(F)cccc2Cl)c1C(=O)O/N=C(\N)c1ccc([N+](=O)[O-])o1,/,2%,-2%,4%,0,8%,2%,-4%,0.1%,-8,-49%[inhibitor]
COc1ccccc1NC(=O)C(C)OC(=O)c1cccc(-n2cnnn2)c1 (stereo not drawn),/,/,/,2%,/,-7%,0%,-6%,0.3%,-10,4%
O=C(NCCS(=O)(=O)N1CCCCC1)c1ccc2c(c1)OCO2,/,/,/,-3%,/,-3%,2%,-1%,0.0%,0,5%
Cc1ccc(CCNC(=O)C(C)n2nc(C)c3c(C)n(-c4ccccc4)nc3c2=O)cc1 (stereo not drawn),/,/,-2%,0%,/,0%,1%,0%,-0.4%,6,-10%
O=c1[nH]c(-c2ccco2)nc2sc3c(c12)CCCC3,1%,-2%,0%,6%,0,?,-2%,0%,6.6%,7,22%
CCN(CC)c1ccc(/C=N/NC(=O)CNC(=O)/C=C/c2ccco2)cc1,3%,/,2%,0%,-2,-27%,36%,-4%,0.0%,4,5%
CCC(=O)Nc1cccc(-c2nnc(SCC(=O)NCc3ccco3)n2C)c1,/,-10%,0%,-2%,-1,1%,3%,-1%,0.1%,9,15%
O=C(C1CC1)N(CCc1ccccc1)Cc1nc2ccccc2c(=O)[nH]1,9%,?,-4%,1%,1,10%,0%,-2%,0.1%,10,-4%
COc1ccccc1COCC(O)CN1CCCCC1CO (stereo not drawn),?,/,3%,0%,3,5%,4%,-3%,-0.1%,10,6%
O=C(Nn1cnc2ccccc2c1=O)c1ccccc1Cl,2%,-2%,-1%,-4%,0,-4%,0%,-2%,-0.3%,-10,-7%
CCOc1ccc(S(=O)(=O)N2CCN(C)CC2)c(C)c1C,-7%,-1%,2%,-1%,-1,6%,0%,-1%,0.0%,-20,-2%
O=C(CCCC(=O)N1CCN(c2ccc([N+](=O)[O-])cc2)CC1)c1ccccc1,-5%,-1%,0%,-8%,0,-5%,-20%,1%,-3.9%,0,-24%
COCCCN1C(=O)C(=O)/C(=C(/O)c2ccc(OC)cc2)C12C(=O)N(C)c1ccccc12 (stereo not drawn),24%,0%,1%,-18%,9,-4%,1%,-3%,0.5%,25,4%
Cc1ccc(C)c(NC(=O)CSc2nnc(-c3ccccc3C)o2)c1,4%,-1%,0%,5%,1,-1%,-2%,-8%,-3.3%,-10,4%
CCS(=O)(=O)c1nc(S(=O)(=O)c2ccc(Cl)cc2)c(NCCCN2CCCC2=O)s1,/,/,-3%,-26%,/,0%,0%,-7%,0.5%,23,8%
CC(C)[C@H](NC(=O)N1c2ccccc2NC(=O)[C@@H]1C(C)C)C(=O)N[C@H](Cc1ccccc1)C(=O)O,-8%,1%,/,-2%,3,?,3%,1%,-0.4%,16,4%
CN(c1ccc(OCC(=O)N2CCOCC2)cc1)S(=O)(=O)c1ccc(F)cc1,0%,-2%,-1%,-1%,-2,-11%,1%,1%,-0.4%,-2,-3%
CCC1CCCCN1CCCNC(=O)Cn1ncc2c(C)n(Cc3ccccc3Cl)c(C)c2c1=O (stereo not drawn),6%,0%,/,1%,-2,?,0%,0%,-0.6%,-8,3%
O=C(CSc1nnc(Nc2ccccc2F)s1)NC1CCCC1,/,/,/,0%,/,?,5%,2%,-0.9%,9,7%
CC(Oc1ccccc1Cl)C(=O)Nc1ccc(S(=O)(=O)N2CCCC2)cc1 (stereo not drawn),/,/,/,-4%,/,?,/,0%,-0.6%,1,18%
S=C(Nc1ccc(Br)cc1Cl)NN1CCOCC1,0%,-42%,-1%,0%,0,-2%,4%,-1%,-1.0%,-11,10%

# One compound at a time, from the list above. Screens in order: Menin-MLL TR inh | PKM2 activator | GALK inh | Tb PFK block | FBPA coupling cs | Chronic BCR inh | S-ASM inh | TSG101-PTAP inh | B2AR arrestin | Giardia killer | Integrin act MD
# `CCS(=O)(=O)c1nc(S(=O)(=O)c2ccc(Cl)cc2)c(NCCCN2CCCC2=O)s1` in the list: / | / | -3% | -26% | / | 0% | 0% | -7% | 0.5% | 23 | 8%
# `CCCCCCCc1c(C)nc(N2CCOCC2)[nH]c1=O` in the list: -7% | 1% | -1% | 1% | -2 | -5% | -1% | -1% | -1.4% | 1 | 8%[7.66 µM]
# `COc1ccc(C2CC(c3ccc(F)cc3)Nc3nc(N)nn32)cc1OC` (stereo not drawn) in the list: -8%[11.7 µM] | -7% | 2% | 3% | 0 | -1% | 0% | 0% | 0.1% | -4 | 0%

# This is a subset, so the mix of outcomes need not match the whole.
